PPARg SRC3 recr = promotes SRC-3 coactivator recruitment by human PPARgamma | 200,000 tested, 0.26% active | activation, % at 8 µM | AID 731 | biochemical PPARgamma/SRC-3 coactivator recruitment assay; in the data active = activation above about 23%;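 also: 0% = DMSO and 100% = reference agonist; some compounds past the cut are filed as inactive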
Target sequence (P37231 whole entry, looked up): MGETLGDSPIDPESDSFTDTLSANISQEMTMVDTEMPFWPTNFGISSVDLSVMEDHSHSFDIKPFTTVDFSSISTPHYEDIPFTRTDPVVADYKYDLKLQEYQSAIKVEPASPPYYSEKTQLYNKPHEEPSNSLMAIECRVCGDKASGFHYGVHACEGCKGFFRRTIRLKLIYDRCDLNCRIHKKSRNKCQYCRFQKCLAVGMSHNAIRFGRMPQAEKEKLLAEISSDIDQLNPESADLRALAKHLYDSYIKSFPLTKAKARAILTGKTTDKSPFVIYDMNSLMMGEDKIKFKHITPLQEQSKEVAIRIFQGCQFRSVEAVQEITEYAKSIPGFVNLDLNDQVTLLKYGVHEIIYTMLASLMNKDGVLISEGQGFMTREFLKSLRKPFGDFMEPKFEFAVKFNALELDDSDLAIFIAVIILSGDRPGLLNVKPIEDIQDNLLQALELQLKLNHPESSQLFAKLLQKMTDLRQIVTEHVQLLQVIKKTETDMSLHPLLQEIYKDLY
PPARg SRC2 recr = promotes SRC-2 coactivator recruitment by human PPARgamma | P37231 | activation, % at 8 µM | AID 1032 | 200,000 tested, 0.34% active | PPARgamma LBD-SRC-2 recruitment, biochemical; in the data active = activation above about 22%;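 also: 0% = vehicle and 100% = reference agonist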
RAM network inh = inhibitors of the yeast RAM network. 190,000 tested, 1.8% active. S. cerevisiae dse1pr::URA3 reporter, 5-FOA growth OD615, 2 d; analog-sensitive cbk1-as2 kinase mutant strain. inhibition, % at 50 µM. AID 868;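 active = inhibition above a set limit, 3 SD over mean compound inhibition, cut at about 8.4% in these data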;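 also: 0% = DMSO-only wells with no growth and 100% = 10 µM 1-NA-PP1 full growth; inhibition rescues growth on 5-FOA so higher OD means more RAM inhibition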
SRC2 TRFRET art = counter-screen for PPARgamma SRC-2 recruitment agonists: TR-FRET artefact; hits give high values; TR-FRET ratio at 8 µM; 200,000 tested, 0.4% active; AID 1049; in the data active = TR-FRET ratio above about 2000; also: inactives centre near 1500; reference of the scale not given here
Efa HMGR inh = inhibitors of class II HMG-CoA reductase from Enterococcus faecalis; purified E. faecalis HMGR, NADPH absorbance 340 nm kinetic; inhibition, % at 10 µM; 190,000 tested, 0.41% active;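 active = inhibition above a set limit, the median over all tested compounds plus 3 SD, cut at about 9.5% in these data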;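 also: enzyme runs in reverse so mevalonate oxidation gives rising NADPH absorbance; 0% = complete reaction with DMSO and 100% = background rate lacking mevalonate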
S1P3 antagonist = blocks the human S1P3 receptor. Q99500. CHO S1P3 NFAT-BLA reporter, FRET fluorescence, antagonist mode. inhibition, % at 4.98 µM. 170,000 tested, 0.27% active;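 active = inhibition above the plate cutoff, the mean inhibition of test wells on that plate plus 3 SD, cut at about 28% in these data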;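 also: cells challenged with S1P at its EC80 of 0.8 µM; blue over green emission ratio from cleaved BLA substrate after 4 h stimulation; 0% = S1P-stimulated wells and 100% = unstimulated DMSO-only wells; some compounds past the cut are filed as inactive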
Target sequence (Q99500 whole entry, looked up): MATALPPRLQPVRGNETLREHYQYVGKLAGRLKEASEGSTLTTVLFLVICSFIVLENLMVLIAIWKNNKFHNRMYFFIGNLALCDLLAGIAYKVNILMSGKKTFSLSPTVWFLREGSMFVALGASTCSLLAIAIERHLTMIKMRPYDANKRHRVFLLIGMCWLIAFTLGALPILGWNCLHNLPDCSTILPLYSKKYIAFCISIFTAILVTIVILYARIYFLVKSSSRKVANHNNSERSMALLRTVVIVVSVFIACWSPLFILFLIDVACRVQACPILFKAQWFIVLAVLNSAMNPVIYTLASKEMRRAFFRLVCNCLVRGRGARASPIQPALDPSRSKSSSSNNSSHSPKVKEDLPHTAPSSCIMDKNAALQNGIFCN
L major viab = Leishmania major promastigote growth inhibition; AID 1063; inhibition, % at 10 µM; Leishmania major promastigotes, resazurin fluorescence viability; 200,000 tested, 9% active; in the data active = inhibition above about 50%;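 also: promastigotes grown with compound for 44 hours at 28 °C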
PPARg SRC1 recr = promotes SRC-1 coactivator recruitment by human PPARgamma | P37231 | PPARgamma-SRC-1 coactivator recruitment biochemical assay | activation, % at 8 µM | 200,000 tested, 0.41% active | AID 631; in the data active = activation above about 19%;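 also: 0% = DMSO and 100% = reference agonist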
Redox H2O2 prof = compounds producing H2O2 with reducing agent – biochemical, NIH compound library profiling, artefact control for MLSCN library redox annotation, primary screen; DTT-dependent redox cycling H2O2, phenol red/HRP absorbance; 100% = 100 µM peroxide control, 0% = buffer; activation, % at 10 µM; 200,000 tested, 0.03% active; AID 878;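 active = activation of at least 50% relative to the plate's high and low controls in the primary single-dose screen; inactive = activation below 50%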;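 also: compound incubated with DTT at 0.8 mM final as the reducing agent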
ROMK mod = modulators of human ROMK potassium channel | P48048 | Tet-inducible ROMK, thallium flux fluorescence; actives lie on both sides | B-score at 10 µM | 130,000 tested, 2% active | AID 1918;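 active = signal ratio slope over the read window, or its plate-corrected B-score, at least 3 SD from the plate mean, either direction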;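 also: B-score of the F/F0 ratio slope over 7 to 12 s after thallium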
bIAP inh = blocks bovine intestinal alkaline phosphatase activity | inhibition, % at 20 µM | purified bovine IAP, CDP-star luminescence, 30 min | 190,000 tested, under 10 active;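 active = over 50% inhibition of intestinal alkaline phosphatase at 20 µM in the single-dose screen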
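Assay system – bovine IAP enzyme · Quantity – bovine IAP at 1/65,000,000 final dilution · Detection – CDP-star luminescence signal · Times – 30 min reaction at room temperature · Also added – CDP-star substrate at 30 µM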
Active calls of the source: *; . = not tested or not shown.

SMILES	PPARg SRC3 recr	PPARg SRC2 recr	RAM network inh	SRC2 TRFRET art	Efa HMGR inh	S1P3 antagonist	L major viab	PPARg SRC1 recr	Redox H2O2 prof	ROMK mod	bIAP inh
O=C(c1ccco1)N1CCN(Cc2nnnn2CC2CCCO2)CC1 (centres undefined)	-2	-6	-1.4	1278	-1	-6	-7	-4	-1.1	-0.1	-6
CCCNc1[nH]c(=O)n(C)c(=O)c1N=O	14	-1	0.8	1487	-6	.	-5	2	-7.9	-0.018	-3
CC(OC(=O)c1ccc2ccccc2n1)C(=O)c1ccccc1 (centres undefined)	7	15	0.6	1523	-7	-20	-9	12	-1.1	0.45	0
Cn1c(=O)n(CC(=O)N2CCOCC2)c2ccccc21	3	-2	0.4	1428	-1	-34	-5	2	5.6	-0.0037	2
CCC1(C)Cc2ccccc2-c2nc(NCCO)[nH]c(=O)c21 (centres undefined)	-15	-2	-0.1	1419	2	.	1	-1	0.2	-0.4	2
Cc1ccc(Nc2cc(C)nc(N3CCOCC3)n2)c(C)c1	4	-1	1.0	1812	0	0	76*	7	0.0	.	-11
CCc1c(C)sc(NC(=O)c2cc(-c3ccco3)on2)c1C#N	-11	7	0.7	1328	-4	-39	-5	-5	0.2	2	14
COc1ccc(-c2c(-c3ccc(O)cc3O)n[nH]c2C)cc1OC	-8	-2	-0.3	1368	-6	.	6	2	0.0	0.82	-53
CCN(CC)S(=O)(=O)c1cccc(NC(=O)CCSc2ccc(Cl)cc2)c1	-1	10	14*	1568	-1	-4	30	-3	-0.1	0.2	3
CCc1nc(SCC(=O)Nc2cc(C)on2)c2c(C)c(C)sc2n1	-2	2	3.4	1592	0	-15	-3	-1	0.0	.	2
Cc1ccccc1-n1nnnc1-c1ccccc1	1	5	1.6	1566	-4	0	12	6	1.5	.	8
Cc1ccc2c(c1)N(CC(=O)c1cccc(Cl)c1)C(=O)C(C)O2 (centres undefined)	3	3	1.6	1504	0	-25	-5	5	0.7	0.2	30
C=CCSc1nnc(CCCCCN2C(=O)c3cccc4cccc(c34)C2=O)o1	0	-7	16*	1484	-4	-3	0	-3	0.3	-0.99	6
CCOc1ccc(N/C=C/C(=O)c2ccc(OC)cc2)c([N+](=O)[O-])c1	-3	2	3.8	1342	-5	.	0	1	-1.7	-1.3	11
Cc1cc(OCC(=O)Nc2ccc(S(=O)(=O)N3CCN(C)CC3)cc2)cc(C)c1Cl	17	9	-0.6	1534	1	-17	12	3	1.0	.	0
O=C(N/N=C/c1ccccc1)c1cc(=O)[nH]c2ccccc12	4	8	4.1	1697	-2	-4	-4	6	-0.1	.	42
COc1ccc2cc(C(c3nnnn3Cc3ccc(F)cc3)N3CCCCCC3)c(=O)[nH]c2c1 (centres undefined)	7	12	0.3	1543	2	-18	-7	3	-0.5	.	4
O=C(/C=C/c1ccccc1)N/C(=C/c1ccccc1)C(=O)NCCCO	2	3	-0.7	1684	-7	6	-1	3	0.0	0.26	-33
C/C(=N\NC(=O)Cc1ccccc1)c1cccs1	9	-3	0.4	1575	-5	.	-3	1	-4.4	-0.03	6
C1CCN(CCCNC2C3CC4CC(C3)CC2C4)C1 (centres undefined)	1	6	0.5	1637	-1	-8	10	6	0.7	.	4
Cc1cccc(C)c1NC(=S)N(CCCN1CCN(C)CC1)Cc1cccs1	1	-2	0.6	1610	1	7	3	5	-0.6	0.04	-1
N/C(=N\c1nc2c(c(=O)[nH]1)CCC2)Nc1ccccc1C(F)(F)F	-3	7	0.1	1568	-7	.	-4	-7	-6.3	.	5
Nc1nc(SCC(=O)NC2CCCCC2)[nH]c(=O)c1-c1ccccc1	-2	0	1.3	1457	-2	.	-6	1	-1.4	0.054	3
COc1ccc(Nc2oc(-c3cccs3)nc2C#N)cc1	7	8	6.1	1725	-1	.	5	8	2.1	-0.084	0
Cc1sc(N/N=C/c2cc([N+](=O)[O-])ccc2O)nc1-c1ccccc1	1	0	1.7	1596	-5	-7	1	4	-1.1	0.048	-4
O=C(NC(Cc1ccccc1)C(=O)O)c1ccco1 (centres undefined)	4	8	1.7	1614	-3	-15	-4	4	0.9	0.36	1
Cc1ccc(-c2nnn(CC(=O)N(c3cccc(F)c3)C(C(=O)NC3CCCC3)c3ccco3)n2)o1 (centres undefined)	2	6	2.6	1683	-2	-19	-3	-9	-0.4	.	9
CCC1CCCCN1c1nc(-c2cccc(OC)c2O)nc2ccccc12 (centres undefined)	-12	-5	-0.8	1403	-1	.	18	-3	-0.2	0.11	6
CCOc1ccc(CCNC(=O)C2CCCN(c3nn4c(=O)cc(C)nc4s3)C2)cc1OCC (centres undefined)	4	8	-0.7	1560	-1	4	-3	6	-2.5	0.57	-3
CN1CCC(=NNC(=O)c2ccc(N(Cc3ccccc3Cl)S(C)(=O)=O)cc2)CC1	-2	-7	0.3	1479	3	2	-5	-3	-0.2	0.16	-45
O=C(Cc1ccc([N+](=O)[O-])cc1)NCc1ccccn1	4	6	0.0	1685	-2	-4	0	0	-0.8	-0.0034	-17
O=C(NCCSc1c[nH]c2ccccc12)c1c(F)cccc1F	2	7	-0.1	1535	-7	3	0	5	0.3	.	7
CC1(C)C/C(=C(/C#N)C(N)=O)CCO1	-9	1	1.1	1420	0	.	-3	-6	2.6	0.11	17
O=c1c2[nH]c3ccc(F)cc3c2ncn1C1CCCCC1	2	3	5.0	1479	-7	12	-7	2	3.7	1.5	10
COCCCNC(=O)c1cc(=O)n(Cc2ccc(Cl)cc2)c2ccccc12	5	2	-0.7	1496	1	-12	1	3	-0.5	0.021	-2
NC(=O)c1ccc(C(F)(F)F)n(Cc2cccc(Cl)c2)c1=O	1	9	3.0	1665	-7	.	7	6	-5.2	-1.8	13
Cc1ccc(NC(=O)Cn2nc(C)c3ccccc3c2=O)c(C)c1	-5	4	1.1	1395	-3	-9	35	-2	-0.2	1.4	-10
COc1cccc(/C=N/n2c(SC)nnc2-c2ccccc2)c1OC	-1	3	3.5	1475	-8	20	84*	4	-0.7	.	-2
O=C(Nc1ccc(Cl)c(S(=O)(=O)Nc2ccccc2Cl)c1)c1cccs1	1	5	4.2	1565	-7	-6	77*	-5	0.0	.	-10
CCN1CCN(c2c(Cl)cccc2NC(=O)c2ccco2)CC1	11	2	1.6	1437	-1	2	-6	1	0.6	-0.44	4

Reprinted at random: two entries already listed, in no set order.
SMILES	PPARg SRC3 recr	PPARg SRC2 recr	RAM network inh	SRC2 TRFRET art	Efa HMGR inh	S1P3 antagonist	L major viab	PPARg SRC1 recr	Redox H2O2 prof	ROMK mod	bIAP inh
Cc1ccccc1-n1nnnc1-c1ccccc1	1	5	1.6	1566	-4	0	12	6	1.5	.	8
Cc1ccc(Nc2cc(C)nc(N3CCOCC3)n2)c(C)c1	4	-1	1.0	1812	0	0	76*	7	0.0	.	-11

Other records
SMILES	PPARg SRC3 recr	PPARg SRC2 recr	RAM network inh	SRC2 TRFRET art	Efa HMGR inh	S1P3 antagonist	L major viab	PPARg SRC1 recr	Redox H2O2 prof	ROMK mod	bIAP inh
CCOC(=O)c1nnn(-c2nonc2N)c1-c1ccc(Cl)cc1	2	3	2.0	1621	-5	-6	0	7	0.6	-0.41	-4
COc1ccc(NC(=O)Cc2nnc(SCC(=O)Nc3cc(C)ccc3OC)n2C)cc1	1	7	3.6	1605	-5	-8	0	1	1.4	.	-3
CCOC(=O)c1c2ccc(OCC(=O)N/N=C/c3ccc(C)cc3)cc2n2ccccc12	16	-2	1.4	1307	2	.	-1	0	-5.4	.	-28
CCOC(=O)c1csc(NC(=O)c2ccc(S(=O)(=O)N(CC)CC)cc2)n1	-1	-5	1.9	1412	2	.	21	1	0.3	.	8
Cc1cc(NC(=O)CSc2nnc(COc3cccc(C)c3C)n2C)no1	-3	-5	1.6	1492	-2	-18	-4	1	2.4	-0.027	4
COC(=O)CN1C(c2cccc(Cl)c2)=Nc2ccc(Cl)cc2C1c1ccccc1 (centres undefined)	0	7	1.0	1368	-10	8	60*	8	-0.1	.	15
COCCn1c(SCC(=O)Nc2ncc(C)s2)nc2sc3c(c2c1=O)CCC3	2	2	2.8	1550	-1	-2	27	-1	1.8	.	-2
CCn1c(NC(=S)Nc2ccccc2)nc2ccccc21	-2	5	4.3	1543	-9	.	84*	3	2.9	.	37
Cn1c(=O)c(NCCO)c2c3c(cccc31)C(=O)c1ccccc1-2	11	12	0.0	1566	1	.	6	1	-3.5	.	20
CC(c1ccc(C(C)(C)C)cc1)S(=O)CC(O)CO (centres undefined)	1	-3	-0.4	1435	0	2	-10	5	-0.2	0.91	17
CCOc1ccc(C2/C(=C(/O)c3ccc(F)cc3)C(=O)C(=O)N2CCCN(C)C)cc1 (centres undefined)	-8	-5	-1.2	1474	-3	.	-4	3	2.0	0.37	-4
CC(Sc1ccc(S(=O)(=O)N2CCOCC2)cc1[N+](=O)[O-])C(=O)O (centres undefined)	-4	-3	0.9	1332	-3	-8	-3	4	-0.1	0.2	10
CC(C)(C#CC(O)(c1ccccc1)c1ccccc1)N1CCCC1	0	-4	0.9	1305	-4	-21	16	-4	-0.4	-0.34	5
O=C(Cc1ccccc1)N/N=C/c1ccccn1	1	5	.	1471	.	.	-2	1	0.7	.	.
COc1ccccc1-n1c(COc2ccccc2-c2ccccc2)nnc1SCC(=O)c1c(N)n(C)c(=O)n(C)c1=O	2	-6	14*	1482	3	-5	26	-2	0.7	-0.78	.
CN(C(=O)C1CCCO1)c1nnc(-c2cnccn2)s1 (centres undefined)	7	-2	0.7	1718	1	-34	-5	2	0.3	-0.41	4
O=C(Cn1c(=O)oc2ccccc21)Nc1nnc(N2CCCCCC2)s1	-7	0	3.1	1390	-6	.	1	0	-0.6	.	4
O=C(Nc1ccc(Cl)cc1)NC1CCCC1Cc1ccco1 (centres undefined)	10	4	8.8*	1500	-1	-8	24	6	-0.5	-0.25	-10
CCOC(=O)Nc1ccc(S(=O)(=O)Nc2nc(C)cc(C)n2)cc1	2	-3	1.1	1513	-1	.	-2	-4	0.3	2.4*	13
Cc1cc(CNC(=O)[C@H]2C[C@@H]2[C@H](NP(=O)(c2ccccc2)c2ccccc2)c2ccccc2)nn1C	0	2	-0.7	1546	-9	8	-8	5	0.2	-0.037	12
Cc1ccccc1CN(c1ccc(C(=O)N2CCc3ccccc3C2)cc1)S(C)(=O)=O	3	7	0.4	1499	-5	.	70*	2	3.0	.	-2
COC(=O)CCc1c(C)nn(-c2ccccc2)c1C	6	4	0.8	1532	-2	-51	-5	14	-0.2	-0.31	0
c1cc2c3c(cccc3c1)NC1(CCCCC1)N2	10	21	7.5	1677	-7	.	49	0	1.5	.	24
Cc1cccc(N2CCN(C(=S)NCc3ccco3)CC2)c1C	-2	-9	-1.2	1428	-5	-13	42	0	0.1	0.84	6
CCCOc1ccc(-c2nn(-c3ccccc3)cc2/C=C2\SC(N)=NC2=O)cc1C	4	17	13*	1819	1	-27	16	8	-0.1	.	-12
